FBW7 act = human FBW7 E3 ligase activation, primary screen. Q969H0. AlphaScreen FBW7–phospho-cyclin E peptide binding, activator screen. normalized activity (activation), % at 26.1 µM. hit rate 0.13% among 650,000. AID 1259310; in the data active means normalized activity above about 1.9%;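 further: purified mutant Fbw7 with reduced substrate affinity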
Target sequence (Q969H0 whole entry, looked up): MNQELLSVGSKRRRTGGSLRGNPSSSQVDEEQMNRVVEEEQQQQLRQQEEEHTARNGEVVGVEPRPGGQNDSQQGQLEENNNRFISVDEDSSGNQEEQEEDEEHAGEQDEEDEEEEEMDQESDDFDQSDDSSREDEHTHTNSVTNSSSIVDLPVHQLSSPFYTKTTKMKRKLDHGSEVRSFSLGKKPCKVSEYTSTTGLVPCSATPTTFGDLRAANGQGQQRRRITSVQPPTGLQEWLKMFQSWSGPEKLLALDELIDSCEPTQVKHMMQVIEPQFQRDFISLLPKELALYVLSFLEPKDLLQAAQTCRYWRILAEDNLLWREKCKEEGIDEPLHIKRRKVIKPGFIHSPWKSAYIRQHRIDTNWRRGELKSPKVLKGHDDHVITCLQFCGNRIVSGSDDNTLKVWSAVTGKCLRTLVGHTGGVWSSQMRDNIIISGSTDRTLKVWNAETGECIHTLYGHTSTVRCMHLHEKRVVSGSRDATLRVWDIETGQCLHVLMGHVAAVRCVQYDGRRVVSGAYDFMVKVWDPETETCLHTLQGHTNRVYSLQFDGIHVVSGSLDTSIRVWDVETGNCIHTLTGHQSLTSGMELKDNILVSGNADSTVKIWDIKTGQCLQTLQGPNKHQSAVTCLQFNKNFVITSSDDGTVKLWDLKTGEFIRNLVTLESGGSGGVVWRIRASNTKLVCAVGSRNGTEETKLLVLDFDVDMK
MITF inh = blocks human microphthalmia-associated transcription factor; AlphaScreen MITF homodimerization, bead proximity signal; hit rate 0.91% among 650,000; inhibition, % at 2.6 µM; O75030; in the data active means inhibition above about 50%;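 further: 0% = vehicle wells with protein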
TEAD-YAP block = TEAD-YAP interaction inhibition. HEK-TIYL cells, TEAD-Gal4/YAP UAS-luciferase luminescence. inhibition, % at 9.12 µM. hit rate 1.4% among 640,000. AID 1259422; in the data active means inhibition above about 32%;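 further: 0% = median of test compound wells and 100% = reference inhibitor wells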
GPR151 activ = human GPR151 activation; Q8TDV0; hit rate 1% among 650,000; PathHunter beta-arrestin GPR151 cells, luminescence; activation, % at 11.2 µM; in the data active means activation above about 4.9%;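 further: 0% = median of compound wells and 100% = cells with positive control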
Starred values were filed as active, the others as inactive; x = no result given; & = joins results of further samples.

compound	FBW7 act	MITF inh	TEAD-YAP block	GPR151 activ
COc1ccc(-c2nc3cc([N+](=O)[O-])ccc3o2)cc1OC	-0.2	11	-18	0.5
COc1ccc(C(=O)COc2cccc3ccccc23)cc1OC	-0.1	-5	-7	-0.3
CCOc1ccc2nc(-n3c(C)ccc3C)sc2c1	-0.1	14	-29	-0.8
CN(C(=O)CC1(c2cccc(C(F)(F)F)c2)CC(=O)N(C2CC2)C1=O)C(C1CC1)C1CC1 (configuration not stated)	-0.1	8	9	3.6
COc1cncc(-c2cnn3c(NCC4CC4)ccnc23)c1	0.1	0	9	0.4
O=C(Cn1c(-c2ccccn2)nc2ccccc21)N/N=C/c1ccccn1	-0.2	9	6	1.1
O=C1CCCc2nc3c(cc21)C(O)Oc1c-3ccc2ccccc12 (configuration not stated)	-0.1	15	-36	-0.4
COc1ccc(OCC(=O)N/N=C/c2ccc(Cl)cc2)c(Br)c1	0.0	-11	2	0.6
CCC(C)OC(=O)C1=C(C)NC(=O)NC1c1ccccc1 (configuration not stated)	-0.1	16	-9	-0.2
CC(=O)Nc1ccc(S(=O)(=O)NCCCC(=O)O)cc1	0.2	15	-6	1.3

Some values from above:
GPR151 activ with `CCOc1ccc2nc(-n3c(C)ccc3C)sc2c1` stands at -0.8
MITF inh with `O=C1CCCc2nc3c(cc21)C(O)Oc1c-3ccc2ccccc12` (configuration not stated) stands at 15

Following part:
compound	FBW7 act	MITF inh	TEAD-YAP block	GPR151 activ
Cc1cc(NC(=O)CSc2nc3sc4c(c3c(=O)[nH]2)CCC(C)C4)no1 (configuration not stated)	0.1	1	-1	0.5
COc1ccc(/C=C2\C(=O)NC(=O)N(c3ccc4c(c3)OCO4)C2=O)c(OC)c1OC	0.2	2	4	0.4
CCOC(=O)c1c(C)n(CCOc2ccccc2)c2ccc(O)cc12	0.1	-3	-15	-0.2
CCOc1ccc(NC(=O)NCCc2csc(-c3cccc(F)c3)n2)cc1	0.0	4	-4	0.4
COc1cc(C(=O)Nc2cc(C(F)(F)F)ccc2Cl)ccc1Oc1ccc(C(F)(F)F)cc1[N+](=O)[O-]	-0.1	10	4	-1.2
CN(C)CCCN1c2ccccc2CCc2ccccc21	0.0&-0.2&0.0&0.2	-12&0&-6&19	-1&-9	0.1&0.9&0.9&0.9
O=C(CSc1nnc(-c2ccncc2)n1-c1ccccc1)Nc1ccc(C(=O)O)cc1	-0.2	-10	-6	-2.1
COc1ccc(S(=O)(=O)n2nc(-c3ccccc3)cc2N)cc1OC	0.0	5	-2	0.6
O=C1CC(c2ccccc2)C2=C(CC(c3ccccc3)CC2=O)N1 (configuration not stated)	0.0	0	15	-0.2
COc1cc(Nc2ccc(N3CCC(C(=O)NCc4ccccc4)CC3)nn2)cc(OC)c1OC	0.2	-12	16	2.2
Cn1c(=O)c2sccc2n2c(CCCC(=O)Nc3ccccc3)nnc12	0.3	14	-2	-0.5
Cc1cc2nc(-c3cc(NC(=O)c4ccccc4I)ccc3Cl)oc2cc1C	0.1	10	-21	0.8
Cc1ccc(-c2c(C(=O)Nc3ccc(-c4nc5ccc(C)cc5o4)cc3)oc(=O)c3ccccc23)cc1	-0.1	-4	-3	-1.3
CC(=O)C1C(c2ccc(OCc3ccccc3)cc2)NC(=O)NC1(O)C(F)(F)F (configuration not stated)	0.0	-4	-13	-3.7
O=C(O)c1ccccc1C(=O)Nc1ccc(S(=O)(=O)Nc2ccc(F)cc2)cc1	0.0	3	-6	-1.1
O=C(Nc1ccccc1)OCCN1CCCCC1	0.0	1	-23	-0.3
O=C(O)CCSCc1ccc([N+](=O)[O-])cc1	0.1	-11	-3	-1.8
CC(=O)NC(CC(C)C)c1nnc2n1CCN(Cc1ccc(C(F)(F)F)cc1)CC2 (configuration not stated)	0.0	-9	4	1.3
O=[N+]([O-])c1cc2c(c(CN3c4cccc5cccc(c45)S3(=O)=O)c1)OCOC2	-0.1	-1	-7	-0.8
CCOC(=O)C1=C(C)N=c2s/c(=C\c3ccccc3OCc3ccccc3Cl)c(=O)n2C1c1ccc(OC)c(OC)c1 (configuration not stated)	0.1	15	-14	0.3
CCC(C)NC(=O)CSc1nc2ccccc2c(=O)n1CCCC(=O)NCc1ccco1 (configuration not stated)	-0.1	-2	-5	0.9
CC1(C)CC(=O)c2c(-c3ccc([N+](=O)[O-])cc3)coc2C1	-0.1	17	-33	1.6
CCN(CC)C(=O)c1sc(NC(=O)CCc2ccccc2)c(C(=O)OC(C)C)c1C	0.0	11	8	0.5
CCN(CC)C(=O)C1CCCN(c2nc(Nc3ccccc3)c3ncn(-c4ccccc4)c3n2)C1 (configuration not stated)	-0.2	1	17	1.5
CCN(CC)S(=O)(=O)c1ccc2c(c1)c(=O)c(C(=O)N1CCc3ccccc31)cn2C	-0.1	8	7	-1.1
COc1ccc(Cl)cc1NC(=O)CSc1nc2ccccc2n1S(=O)(=O)c1ccc(NC(C)=O)cc1	0.1	12	-17	2.2
C=CC(C)(C#CCN(CC)CC)OC(C)=O (configuration not stated)	0.2	10	11	1.9
CC(=O)N/C(=C/c1ccc2c(c1)OCO2)C(=O)OCC(=O)c1ccc(Cl)cc1	0.1	12	2	0.9
O=C(CN1CCC(c2nc3ccccc3[nH]2)CC1)Nc1ccc(Br)cc1	-0.1	-2	-16	1.3
CC(=O)c1ccc(F)c(-c2cc(C)cc3c2OC(CNC(=O)C2=NNC(=O)CC2)C3)c1 (configuration not stated)	0.0	1	14	1.3
CC1CCN(CCCNC(=O)C2CC(=O)N(C3CCCC3)C2)CC1 (configuration not stated)	-0.1	9	-2	-0.1
O=C1N/C(=C\c2ccco2)C(=O)N1Cc1ccc(F)cc1	-0.2	47	-6	0.2
COC(=O)c1cc(S(=O)(=O)NCCc2ccccc2)cn1C	0.1	15	11	-0.3
Cc1sc(C)c(CNC(C)C)c1CNC(C)C	0.1	8	4	-0.8
COc1ccc(OC)c(C2Nc3ccccc3NC3=C2C(=O)CC(C)(C)C3)c1 (configuration not stated)	0.6	10	-2	-0.7
COc1ccc(-c2cccc(NS(=O)(=O)c3cccc(Cl)c3Cl)c2)nn1	-0.1	-7	-8	1.0
CCCc1oc2c(cc(NS(=O)(=O)c3cc(C)ccc3C)c3ccccc32)c1C(=O)OCC	0.0	-4	16	1.1
COc1ccc(-n2ncc3c(N(CCO)CCO)ncnc32)cc1	0.0	0	-53	-0.8
CCOC(=O)C1=C(C)NC(=S)NC1c1ccccc1OCC (configuration not stated)	-0.2	10	6	-1.3
O=C(c1ccc(F)cc1)c1c[nH]c2cc3c(cc2c1=O)OCO3	0.0	4	1	1.0

An excerpt from above, showing only MITF inh:
SMILES	MITF inh
O=C1N/C(=C\c2ccco2)C(=O)N1Cc1ccc(F)cc1	47
COC(=O)c1cc(S(=O)(=O)NCCc2ccccc2)cn1C	15
Cc1sc(C)c(CNC(C)C)c1CNC(C)C	8
COc1ccc(OC)c(C2Nc3ccccc3NC3=C2C(=O)CC(C)(C)C3)c1 (configuration not stated)	10
COc1ccc(-c2cccc(NS(=O)(=O)c3cccc(Cl)c3Cl)c2)nn1	-7
CCCc1oc2c(cc(NS(=O)(=O)c3cc(C)ccc3C)c3ccccc32)c1C(=O)OCC	-4

(continued)
Every second line gives: FBW7 act | MITF inh | TEAD-YAP block | GPR151 activ
COC(=O)C1=C(C)NC2=C(C(=O)CC(c3ccccc3)C2)C1c1cc(Br)c(O)c(OC)c1 (configuration not stated)
→ 0.1 | 9 | 12 | -1.0
COc1cc(/C=C2\C(=O)Nc3ccc(C)cc32)cc(OC)c1OC
→ 0.0 | 16 | -1 | 1.3
COC(=O)c1cccc(S(=O)(=O)N2CCC3(CC2)Nc2ccccc2-n2cccc23)c1
→ 0.2 | 12 | -1 | -0.4
CCNc1ccc(S(=O)(=O)NCCN(C)C)cc1[N+](=O)[O-]
→ 0.0 | -8 | 6 | 1.0
O=C1CCCN1CCCNc1ccnc(-c2ccccc2)n1
→ 0.3 | 0 | -13 | 1.1
Fc1ccccc1NC(=S)N(CCN1CCCCC1)Cc1ccco1
→ 0.8 | 11 | -8 | 0.6
Cc1nc2c(-c3ccccc3)c(C)nn2c(C)c1CC(=O)NC(C)CCc1ccco1 (configuration not stated)
→ 0.0 | 10 | -3 | 0.2
O=C(NC1CC1)c1ccc2c(c1)N(Cc1ccccc1)C(=O)CS2=O (configuration not stated)
→ 0.4 | 7 | 20 | 0.9
O=C(CSc1nc2c(sc(=S)n2Cc2ccco2)c(=O)n1-c1ccccc1)NCCc1ccccc1
→ -0.1 | 2 | -10 | -0.5
Cc1cccc2cc(CN(C(=O)C3CC3)C3CCCC3)c3nnnn3c12
→ -0.1 | -8 | -3 | -0.7
Cc1cccc(Cn2c(C)c(CNC3CCCCCCC3)c(C(=O)O)c2C)c1
→ -0.1 | 8 | 4 | 0.0
Nc1cc(-c2ccc(I)cc2)[nH]n1
→ 0.0 | -4 | 1 | -0.7
O=C(CCC1(Cc2ccco2)CCC(=O)N1)NC[C@H]1CCc2ccccc2O1 (some centres not stated)
→ 0.6 | 13 | 5 | -1.5
O=S(=O)(Nc1ccc(F)cc1)N1CCOCC1
→ 0.0 | -1 | 5 | -0.6
Cc1cccn2c(=O)cc(OCC(=O)N3CCc4ccccc43)nc12
→ 0.0 | 10 | 5 | 0.6
O=C(c1cccc(Cl)c1)N1CCN2C(=O)[C@@H]3C[C@@H](O)CN3C(=O)[C@H]2C1
→ -0.2 | 5 | 7 | -0.5
CCn1c2ccccc2c2cc(NS(=O)(=O)c3cccc([N+](=O)[O-])c3)ccc21
→ -0.1 | 8 | 7 | -0.1
CCOc1cccc(/C=C2/SC(=Nc3ccccc3Cl)NC2=O)c1O
→ 0.2 | 13 | -32 | -1.3
COc1cc(/C=C2\SC(=S)NC2=O)ccc1OS(=O)(=O)c1ccccc1
→ 0.0 | 11 | 18 | 7.9*
NC(=O)CSc1ccc2nnc(-c3ccncc3)n2n1
→ 0.5 | -5 | 7 | 1.1
COc1c(C(=O)/C=C/c2ccccc2)c(O)c(OC)c2occc12
→ 0.0 | 2 | -2 | 0.2
COc1ccccc1-n1nc(C(=O)N2CCCCC2)c2ccccc2c1=O
→ -0.1 | -2 | -8 | -1.1
COC(=O)C1=C(C)N(CC(C)C)C(=O)/C1=C\c1cccc(Cl)c1
→ 0.0 | -7 | 9 | -1.6
C/C=C/C[C@@H](C)[C@@H](O)[C@H]1C(=O)N[C@@H](C)C(=O)N(C)CC(=O)N(C)[C@@H](CC(C)C)C(=O)N[C@@H](C(C)C)C(=O)N(C)[C@@H](CC(C)C)C(=O)N[C@@H](C)C(=O)N[C@H](C)C(=O)N(C)[C@@H](CC(C)C)C(=O)N(C)[C@@H](CC(C)C)C(=O)N(C)[C@@H](C(C)C)C(=O)N1C
→ 0.1 | -2 | 3 | 3.1
CCN1C(=O)S/C(=C/c2cccc(OC)c2OCc2cccc(C(=O)O)c2)C1=O
→ -0.3 | -10 | 3 | -0.2
CC1CCCCC1NC(=O)CN1C(=O)/C(=C\c2ccccc2)Oc2ccccc21 (configuration not stated)
→ -0.1 | 3 | 8 | 1.3
COc1ccc(NC(=O)COC(=O)c2ccccc2[N+](=O)[O-])c(OC)c1
→ 0.1 | -6 | -3 | -1.2
NC(=O)c1ccc(-c2nc(Nc3ccccc3)c3ncn(Cc4ccc(C(F)(F)F)cc4)c3n2)cc1
→ 0.3 | 18 | -12 | 2.2
COC(=O)c1c(C)nc(C)c2c(=O)oc3ccccc3c12
→ -0.1 | 0 | 4 | 1.1
Cc1ccc(S(=O)(=O)N/N=C/c2ccccc2F)cc1[N+](=O)[O-]
→ 0.0 | 19 | 8 | -0.4
CCCCCCN=Cc1c(O)n(-c2ccc(Cl)cc2)c(=O)[nH]c1=O
→ 0.0 | 4 | 10 | -0.5
CC(=O)O[C@]1(C(C)=O)CC[C@H]2[C@@H]3C=C(Cl)C4=CC(=O)CC[C@]4(C)[C@H]3CC[C@@]21C
→ -0.1 | 16 | x | 5.2*
CSc1cccc(NC(=O)c2ccccc2NS(C)(=O)=O)c1
→ 0.0 | -4 | -5 | -0.1
O=[N+]([O-])c1cc(S(=O)(=O)N2CCOCC2)ccc1N/N=C/c1ccc(O)cc1O
→ 0.3 | 11 | 14 | -1.8
CC(C)=CCN1CCNC(=O)C1CC(=O)NCCc1ccco1 (configuration not stated)
→ 0.0 | 15 | -1 | -0.3
O=C(Nc1ncccc1Cl)c1ccc(Cl)cc1Cl
→ 0.0 | -2 | -11 | -0.4
CCc1nnc(NC(=O)c2cccnc2)s1
→ 0.0 | 7 | -5 | 0.3
Cc1cc(/C=C2\C(=N)N3N=C(N4CCOCC4)SC3=NC2=O)c(C)n1-c1ccccc1
→ 0.0 | -13 | 0 | -0.2
O=C(NC1CCCCC1)c1cc2nc3c(c(C(F)(F)F)n2n1)CCc1ccccc1-3
→ 0.0 | 3 | -5 | 1.1
Cc1cc(C)nc(Nc2nc(CC(=O)N3CCc4ccccc4C3)cs2)n1
→ 0.2 | 10 | 24 | -1.5
COc1cc(/C=N/NC(=O)CCC(=O)Nc2ccccc2C)cc(OC)c1OC
→ 0.0 | 3 | 6 | -0.3
Cc1cc(C(=O)N/N=C/c2ccc(Br)o2)n[nH]1
→ 0.4 | -1 | -21 | -0.3
CCN1CC23C=CC(O2)C(C(=O)NC2(c4ccc5c(c4)OCO5)CCCC2)C3C1=O (configuration not stated)
→ -0.1 | 22 | 10 | 0.5
Cc1c(Br)c([N+](=O)[O-])nn1CC(=O)Nc1ccc2c(c1)OCO2
→ 0.1 | 1 | -17 | -2.4
